# Screening data from PubChem BioAssay.
# UHRF1 binding: UHRF1 methyl-DNA binding inhibition | Q96T88 | UHRF1 binding to methylated oligo, TR-FRET | inhibition, % at 4.4 µM | hit rate 0.75% among 370,000 | AID 687016; in the data active = inhibition above about 21%;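 note: UHRF1 SRA domain binding a hemimethylated CpG hairpin DNA probe; 0% = median of test compound wells and 100% = reference inhibitor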
# PLC-beta3 inh: inhibitors of human phospholipase C beta3; Q01970; Purified PLC-beta3, fluorogenic substrate, fluorescence; hit rate 0.18% among 370,000; inhibition, % at 12.2 µM; in the data active = inhibition above about 11%;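 note: 0% = median of compound wells on plate and 100% = full blocker control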
# ADAM17 inh: inhibitors of human ADAM17; inhibition, % at 6.95 µM; AID 720648; hit rate 0.83% among 370,000; P78536; recombinant ADAM17, EDANS/DABCYL FRET peptide cleavage;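 active = inhibition above the mean of compounds lying between control limits plus 3 SD, set per campaign, cut at about 8.5% in these data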;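 note: 0% = DMSO-only wells as the low control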
# Tn6 DDE FP: disrupts Tn6 cyclic peptide binding to fibrin D-Dimer-E complex. P02675. Fibrin DD(E) TRITC-Tn6 fluorescence polarization displacement. inhibition, % at 8.3 µM. hit rate 0.21% among 370,000;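 active = inhibition above a per-campaign cutoff: mean of compounds within control limits plus 3 SD, cut at about 15% in these data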;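 note: 0% = median of all compound wells on the plate and 100% = blocking peptide control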
# Target sequence (P02675 whole entry, looked up): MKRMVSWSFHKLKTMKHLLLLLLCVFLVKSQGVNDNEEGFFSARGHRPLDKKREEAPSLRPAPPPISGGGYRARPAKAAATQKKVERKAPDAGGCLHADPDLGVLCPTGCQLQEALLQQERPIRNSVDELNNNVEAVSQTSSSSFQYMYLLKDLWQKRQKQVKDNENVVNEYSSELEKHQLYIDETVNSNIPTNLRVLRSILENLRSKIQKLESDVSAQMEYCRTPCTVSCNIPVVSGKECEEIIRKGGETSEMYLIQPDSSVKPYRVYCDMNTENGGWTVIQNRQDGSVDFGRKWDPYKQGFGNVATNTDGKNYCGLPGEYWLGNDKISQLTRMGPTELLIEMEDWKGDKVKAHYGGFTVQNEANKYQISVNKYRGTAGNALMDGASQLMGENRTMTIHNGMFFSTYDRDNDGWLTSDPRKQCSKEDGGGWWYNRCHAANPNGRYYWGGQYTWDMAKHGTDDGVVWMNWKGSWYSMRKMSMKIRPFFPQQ
# Tn7 DDE FP: inhibitors of Tn7 peptide binding to human fibrin DD(E). P02675. FP displacement of FITC-Tn7 peptide from fibrin DD(E); 0% = median of compound wells per plate. inhibition, % at 8.3 µM. hit rate 0.13% among 370,000. AID 720508;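 active = inhibition above the mean of compounds falling within the control limits plus 3 SD of them, cut at about 14% in these data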;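 note: 0% = plate median of compound wells and 100% = 10 µM Aha-Tn7 peptide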
#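 Assay system: human fibrin DD(E). Input: DD(E) 2 µM final. Medium: Tris buffer with calcium and detergent, pH 7.8. Compound dosing: single point at 8.3 µM. Timing: 10 min plus 3 h, room temperature. Technique: fluorescence polarization of the labelled Tn7 tracer. Read-out: percent inhibition. Replicates: singlicate testing.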
# MBD2 inh: MBD2-methylated oligo binding inhibition; Q9UBB5; hit rate 0.31% among 370,000; inhibition, % at 4.4 µM; TR-FRET, MBD2 binding to methylated oligonucleotide; in the data active = inhibition above about 13%
# ARFGAP1 inhibitor: inhibitors of rat ARFGAP1 | Q62848 | inhibition, % at 16.5 µM | Arfgap1-stimulated ARF1 GTP hydrolysis, GDP FP detection | hit rate 0.26% among 360,000;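 active = inhibition above a per-plate limit, mean inhibition of low control wells plus 3 SD, cut at about 25% in these data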;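 note: 0% = DMSO wells with enzyme and 100% = wells lacking Arfgap1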
# Target sequence (Q62848 1-136 limits assumed): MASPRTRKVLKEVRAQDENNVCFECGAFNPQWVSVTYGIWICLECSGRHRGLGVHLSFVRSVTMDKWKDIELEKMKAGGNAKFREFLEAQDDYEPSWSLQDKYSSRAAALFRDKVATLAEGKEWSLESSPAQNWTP
#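 Replicates: Single well per compound | Assay system: Truncated rat Arfgap1 GAP domain | Control set: No-Arfgap1 wells (100%) versus DMSO full-reaction wells (0%) | Times: Enzyme reaction 120 min at 25 °C after 20 min preincubation | Reagent: Human ARF1(Δ1-17)-GTP substrate | Measured by: Tracer-displacement fluorescence polarization with EDTA stop, 620/688 nm | Measure: Percent inhibition of Arfgap1-stimulated GTP hydrolysis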
# ASAP1 inh: blocks human ASAP1-stimulated Arf1 GTP hydrolysis; inhibition, % at 16.5 µM; GDP FP detection; hit rate 0.19% among 360,000; AID 624377; Q9ULH1; in the data active = inhibition above about 25%;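 note: 0% = vehicle with enzyme and substrate and 100% = no enzyme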
# Target sequence (Q9ULH1 325-724 limits assumed): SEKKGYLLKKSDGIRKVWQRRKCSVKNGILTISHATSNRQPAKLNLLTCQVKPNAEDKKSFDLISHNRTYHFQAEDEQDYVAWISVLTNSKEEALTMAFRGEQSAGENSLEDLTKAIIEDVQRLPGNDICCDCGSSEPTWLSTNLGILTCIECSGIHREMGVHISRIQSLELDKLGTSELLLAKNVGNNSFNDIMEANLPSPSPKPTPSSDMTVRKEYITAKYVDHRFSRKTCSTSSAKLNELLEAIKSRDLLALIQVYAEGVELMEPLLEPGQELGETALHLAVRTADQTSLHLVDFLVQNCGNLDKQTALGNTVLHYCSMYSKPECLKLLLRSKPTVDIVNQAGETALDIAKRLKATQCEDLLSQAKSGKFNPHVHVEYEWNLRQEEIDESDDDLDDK
# PLCg1 inh: PLC-gamma1 (human) inhibition, primary screen; purified PLC-gamma1, fluorogenic substrate, fluorescence; inhibition, % at 12.2 µM; hit rate 0.84% among 370,000; AID 720700; in the data active = inhibition above about 9.5%
# proKLK7 act: activates the human kallikrein-7 zymogen; AID 652039; hit rate 0.9% among 370,000; activation, % at 7 µM; purified proKLK7, EDANS-DABCYL substrate fluorescence; 100% is mature enzyme control, 0% vehicle; P49862;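 active = activation above the mean of all tested compounds plus 3 SD, computed per campaign excluding outliers beyond control limits, cut at about 13% in these data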
# Starred values were filed as active, the others as inactive; x = no result given; & = joins results of further samples. The order is random; about 4.1% have a hit in one of these screens.
SMILES,UHRF1 binding,PLC-beta3 inh,ADAM17 inh,Tn6 DDE FP,Tn7 DDE FP,MBD2 inh,ARFGAP1 inhibitor,ASAP1 inh,PLCg1 inh,proKLK7 act
O=C(CCS(=O)(=O)c1cccs1)Nc1ccc(C(=O)NCc2ccccc2)cc1,-3,2,-6,1,1,3,-5,5,-1,-0.6
COC(=O)[C@H]1Cc2cnoc2C[C@]1(C)C(=O)O,7,-1,-5,1,-2,-1,8,11,7,-0.3
CC1C(=O)O[C@@H]2C[C@@H](C)[C@@H]3CCC(=O)[C@@]3(C)[C@@H](O)[C@H]12 (stereo partly specified),3,5,4,5,-1,1,-3,2,0,0.6
CC1=NCCN1S(=O)(=O)c1c(C(C)C)cc(C(C)C)cc1C(C)C,13,-4,-1,5,6,0,1,10,-5,-0.1
CC(=O)c1c(C)[nH]c(C(=O)Nc2ccc(C)cc2Br)c1C,-2,-4,-1,5,-7,1,-7,17,2,0.9
COc1ccc(S(=O)(=O)NC2CCCCCC2)cc1C(N)=O,3,-3,-1,5,-4,-3,9,-12,2,0.1
CC(OC(=O)c1oc2ccccc2c1COc1ccccc1)C(N)=O (stereo unspecified),2,-3,-3,-2,9,3,5,2,-5,-0.8
Cc1cc(N2CCOCC2)n2ncc(-c3ccc(Cl)cc3)c2n1,1,-54,0,4,-2,1,-2,11,-45,0.6
CN(C)[C@H]1CCN([C@H]2CS(=O)(=O)N[C@@H]2COCc2ccccc2)C1,2,-3,-7,15,0,-3,10,5,-1,3.2
C(=N\n1cnnc1)/c1ccc2ncccc2c1,-3,0,-3,2,3,0,-2,1,1,-0.2
O=S(=O)(NCc1ccc(F)cc1)c1ccc(-n2cccn2)cc1,-1,-13,1,-2,-3,0,-2,10,1,0.1
COc1cc(NS(=O)(=O)c2ccc(N)cc2)nc(OC)n1,-1,-1,-6,2,-2,3,0,-2,0,0.6
CCOc1ccc(Nc2nc(Cc3nnc(SCC(=O)NC4CCCC4)n3C)cs2)cc1,0,0,-1,-6,-5,2,-4,2,2,0.3
COc1ccc(S(=O)(=O)N2CCCN(Cc3cccc(F)c3)CC2)cc1,0,4,1,-1,2,-3,-4,5,2,0.5
COCCn1c(C)cc(C(=O)CSc2nnnn2C2CCCC2)c1C,1,-15,-2,5,5,2,4,-7,-7,0.5
CC1CC2C(C(O)CC3(C)C2CCC3(O)C(=O)CO)C2(C)C=CC(=O)C=C12 (stereo unspecified),3,2,-3,1,-1,3,1,-4,1,0.3
Cc1cccc(C(=O)NNC(=O)c2ccccc2Br)c1,3,-4,-2,-12,0,4,3,0,2,0.4
O=C1c2ccncc2C(=O)N1Cc1cccc(Cl)c1,3,0,4,0,-4,-2,5,-1,3,-0.3
Nc1nc(NCC2CCCO2)nc(Nc2cccc(F)c2)c1[N+](=O)[O-] (stereo unspecified),-3,-34,-3,10,-2,4,-4,2,-2,-0.1
CC(C)(C)C(=O)Cn1ncc(Br)c(Br)c1=O,1,-1,-4,3,6,0,1,7,0,-0.3
CCCCn1cnc2c1c(=O)[nH]c(=O)n2CCCC,-1,11*,2,-3,-3,-1,2,2,7,-0.5
O=c1cc(CO)[nH]cc1OCc1ccccc1,4,-8,0,0,7,1,-3,-1,-3,0.2
O=[N+]([O-])c1ccc(Cl)cc1C=NNc1ccccn1,-3,-9,-2,2,-1,-3,-9,-4,0,-0.3
Cc1ccc(OCc2ccc(C(=O)Nc3ccc(S(N)(=O)=O)cc3)o2)cc1,1,2,2,0,1,1,1,-6,4,0.3
COc1cc2c(cc1C1C(C#N)=C(N)OC3=C1C(=O)CC(C)(C)C3)OCO2 (stereo unspecified),1,-13,-3,5,1,0,-5,10,-4,-0.2

# Carrying on.
SMILES,UHRF1 binding,PLC-beta3 inh,ADAM17 inh,Tn6 DDE FP,Tn7 DDE FP,MBD2 inh,ARFGAP1 inhibitor,ASAP1 inh,PLCg1 inh,proKLK7 act
CCCCc1c(-c2ccccc2F)ncn1CCc1ccccc1OC,-2,2,3,5,6,-2,-1,3,1,0.1
Cc1c(Cl)cccc1NC(=O)CNc1cccc(S(=O)(=O)N(C)C)c1,-1,2,2,3,1,-4,-4,2,1,0.0
CC1CCN(c2ccc3nnc(CCC(=O)Nc4cccc(F)c4)n3n2)CC1,-2,-8,-1,0,-1,3,1,-4,-1,-0.4
COc1ccccc1NCC(=O)N/N=C(\C)c1ccc(Br)s1,-2,2,-3,-1,-1,1,-16,8,-1,0.3
O=S(=O)(NCC(c1ccco1)N1CCc2ccccc21)c1ccccc1 (stereo unspecified),0,1,2,-3,6,-3,6,-6,-1,-0.7
COC(=O)c1cc(Cl)cc2c(C)c(C3(O)CCCCC3)[nH]c12,3,-404,-16,12,2,-4,7,4,-295,-9.6
COc1ccc(C(=O)N2CCN(S(=O)(=O)c3ccc(C)cc3)CC2)cc1S(=O)(=O)N1CCOCC1,-1,-7,-8,-10,1,-8,-2,7,-2,-0.2
Nc1nc(Cl)cc(N2CCC(c3cc(-c4ccc(Cl)cc4)n[nH]3)CC2)n1,-1,4,6,6,5,0,24,8,2,0.0
Cc1cccc(NC(=S)N(Cc2cccs2)Cc2cc3cc(C)cc(C)c3[nH]c2=O)c1,2,1,-2,0,-5,-4,-3,11,-2,-0.2
CCOC(=O)[C@]12CCC=C1N(Cc1ccccc1)C(=O)[C@H](CC(=O)N1CCOCC1)C2,-1,4,2,-7,-4,1,6,-2,1,0.1
CC(C)Sc1nc2sc3c(c2c2nnc(SCC(=O)NCc4ccco4)n12)CCCC3,4,-10,0,-3,6,4,3,-6,-4,-0.1
CCOc1ccc2nc(NC(=O)CN3CCN(CC)CC3)sc2c1,0,-6,0,-2,-6,-1,-1,11,2,-0.2
O=C(COc1cc(F)ccc1[N+](=O)[O-])Nc1cccc(Br)c1,0,4,3,-8,-6,2,0,-6,1,-0.5
COc1ccc(-c2ccc(/C=N/NC(=O)Cc3nnc(N)s3)o2)cc1Cl,-6,-209,-134,3,2,-1,6,4,-145,-2.0
COc1ccc(-c2noc(-c3ccccc3C(=O)Nc3cccnc3)n2)cc1,8,-3,-1,-6,-4,0,13,-3,-2,0.0
COc1ccc(/C=c2\s/c(=C(/C#N)C(=O)NCc3ccco3)n(-c3ccccc3)c2=O)cc1,0,1,1,-5,-4,-4,7,-4,-2,-1.6
CSc1ccccc1NC(=O)CSCc1ccccc1Br,-2,-1,-2,6,3,2,1,-5,-1,0.1
O=C(C1CC1)N1N=C(c2ccc(Cl)cc2)CC1(O)C(F)(F)F (stereo unspecified),-1,-3,-1,0,-2,0,-5,-1,2,0.4
COc1ccc(S(=O)(=O)N(C)C[C@H]2Oc3ccc(NC(=O)C4CCCCC4)cc3C(=O)N([C@H](C)CO)C[C@@H]2C)cc1,4,-1,-1,-5,-2,3,8,2,2,0.3
CC(=O)/C(C[N+]1(C)CCCCC1)=N\O,0,-1,-2,0,-2,0,9,-7,-2,-0.1
Cc1ccc(C(=O)NCc2ccc3c(c2)OCO3)c(Cl)c1,22*,-3,-3,1,0,15*,1,-2,-4,-0.5
Cc1ccc(NC(=O)C2C3C=CC4(O3)C2C(=O)N(CCCN2CCCCC2)C4C(=O)NC2CCCCC2)cc1Cl (stereo unspecified),2,-3,-2,10,4,-11,-7,-6,2,-0.7
COc1ccc2nc(SCCC(=O)O)cc(C)c2c1,4,-11,-11,-1,0,0,15,2,0,0.0
CC(=O)OCc1c(C(F)(F)F)nn(C)c1Sc1ccccc1,-1,4,1,-1,-11,-3,9,-7,1,0.2
CCSc1nc2ccccc2[nH]1,0&-2,1&3,-8&0,-11&-6,2&3,5&-4,4&-8,6&2,-5&4,-0.7&-0.1

# Single records, from the list above:
# Listed for COc1ccc(S(=O)(=O)N(C)C[C@H]2Oc3ccc(NC(=O)C4CCCCC4)cc3C(=O)N([C@H](C)CO)C[C@@H]2C)cc1 : UHRF1 binding: 4; PLC-beta3 inh: -1; ADAM17 inh: -1; Tn6 DDE FP: -5; Tn7 DDE FP: -2; MBD2 inh: 3; ARFGAP1 inhibitor: 8; ASAP1 inh: 2; PLCg1 inh: 2; proKLK7 act: 0.3
# Listed for COc1ccc(-c2noc(-c3ccccc3C(=O)Nc3cccnc3)n2)cc1 : UHRF1 binding: 8; PLC-beta3 inh: -3; ADAM17 inh: -1; Tn6 DDE FP: -6; Tn7 DDE FP: -4; MBD2 inh: 0; ARFGAP1 inhibitor: 13; ASAP1 inh: -3; PLCg1 inh: -2; proKLK7 act: 0.0

# (more compounds)
SMILES,UHRF1 binding,PLC-beta3 inh,ADAM17 inh,Tn6 DDE FP,Tn7 DDE FP,MBD2 inh,ARFGAP1 inhibitor,ASAP1 inh,PLCg1 inh,proKLK7 act
CCOC(=O)C1CCCN(C(=O)c2csc(-c3ccc4c(c3)CCO4)n2)C1 (stereo unspecified),6,-12,-4,-4,4,0,9,-1,0,-0.3
COc1cccc(/C=C/C(=O)OC(C)C(=O)Nc2c(C)n(C)n(-c3ccccc3)c2=O)c1 (stereo unspecified),1,-142,-56,2,-1,4,17,-11,-102,2.1
CC(C)NC(=O)CC(=O)N/N=C/c1c(F)cccc1Cl,1,0,-2,-3,-7,-6,-4,-3,1,0.2
CN[C@H](C)C(=O)NC[C@H]1O[C@@H](n2ccc(N)nc2=O)[C@H](O)[C@@H]1O,1,-2,-5,-2,-8,6,-9,-12,0,-0.3
COc1ccc(CC(=O)Nc2ccc3c(c2)OCO3)cc1S(=O)(=O)N1CCOCC1,1,7,3,-3,-11,-2,8,10,7,-0.2
CNc1sc(C(=O)c2cccs2)c(N)c1-c1nc2ccccc2s1,-13,-8,2,-1,5,-5,-7,-5,-8,-0.1
COc1ccc(Br)cc1CNC(=O)C1CCN(S(=O)(=O)N2CCCCC2)CC1,-2,3,-1,1,3,1,-14,-3,6,0.3
O=C(c1ccco1)N1CCN(C(=O)c2ccc(COc3ccc4c(c3)CCC4)o2)CC1,-1,-1,-2,12,4,1,-9,-5,-2,0.2
Cc1cc(CNCc2c(C(=O)N3CCCCCCC3)nc3ccc(Cl)cn23)nn1C,2,-3,-2,-9,-5,-1,6,-6,0,0.4
COCCCn1cc(CN2CC(N3CCN(Cc4cccc(C)c4)CC3)CS2(=O)=O)nn1 (stereo unspecified),20,0,-1,9,9,3,11,-3,0,0.1
Cc1ccc(S(=O)(=O)N(C)C[C@@H]2Oc3ccc(NC(=O)Nc4cccc5ccccc45)cc3C(=O)N([C@H](C)CO)C[C@H]2C)cc1,2,-42,-14,3,-2,-1,15,10,-30,-2.6
Cc1cccc(C)c1NC(=O)COC(=O)CCc1c[nH]c2ccccc12,-2,-6,-1,1,5,-1,-11,7,2,-0.1
CC(C)CN1CCC1(C)C(=O)Nc1ccc(OC(F)F)cc1 (stereo unspecified),4,-1,-2,-6,4,5,0,1,1,-0.5
CC1CC(C)CN(C(=O)Cn2cc(C=O)c3ccccc32)C1 (stereo unspecified),0,2,-4,-2,1,-5,-1,18,-1,0.1
O=C(Nc1cc(Cl)ccc1F)C1CCCN(c2nnc(-n3cccc3)s2)C1 (stereo unspecified),-1,1,1,-4,-6,0,x,x,1,0.4
COCc1cc(C)nc(SCC[N+](C)(C)CC(=O)Nc2cccc(C(F)(F)F)c2)c1C#N,0,6,2,7,4,2,11,-5,8,0.3
